AmpC inh detg: qHTS Inhibitors of AmpC Beta-Lactamase (assay with detergent); P00811; AmpC hydrolysis of nitrocefin, absorbance 480 nm, 0.01% Triton; Potency, µM (series often up to 114 µM), for the others: at the top dose activity change, negative = inhibition, hits mostly inhibitors; hit rate 0.041% among 370,000; AID 485294, 2010;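 further: potency means the concentration at half of the fitted maximal effect; 0% = no-compound wells and -100% = no-enzyme wells; nearly all actives have a fitted effect of over 25% in size; some results filed as inactive show a strong effect at the top dose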
Target sequence (P00811 whole entry, looked up): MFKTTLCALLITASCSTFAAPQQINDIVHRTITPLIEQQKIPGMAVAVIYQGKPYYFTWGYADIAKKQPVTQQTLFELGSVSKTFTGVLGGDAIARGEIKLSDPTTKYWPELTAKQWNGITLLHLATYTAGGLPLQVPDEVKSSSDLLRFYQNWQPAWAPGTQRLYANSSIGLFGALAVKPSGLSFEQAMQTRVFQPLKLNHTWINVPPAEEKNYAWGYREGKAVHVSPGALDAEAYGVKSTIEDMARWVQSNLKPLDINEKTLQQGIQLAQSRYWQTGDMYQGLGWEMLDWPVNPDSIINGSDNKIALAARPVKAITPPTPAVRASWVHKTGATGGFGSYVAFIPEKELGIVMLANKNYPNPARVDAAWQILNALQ
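AmpC (5.3 nM in the dispensed reagent) in 20 mM phosphate pH 7.0 with 0.01% (detergent screen) or 0.0001% Triton X-100 was preincubated with compounds for 15 min at room temperature. Nitrocefin was then added from an 800 uM solution, and hydrolysis was followed at 480 nm.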
Sm TGR inh: qHTS Assay for the Inhibitors of Schistosoma Mansoni Peroxiredoxins; Schistosoma mansoni thioredoxin glutathione reductase (TGR), Q962Y6; purified TGR, DTNB reduction, TNB absorbance 405 nm; Potency, µM (doses to about 114 µM), for the others: at the highest dose activity change, negative = inhibition, actives largely listed as inhibitors; hit rate 3% among 360,000; further: potency means the concentration at half of the fitted maximal effect; nearly all actives have a fitted effect of over 60% in size
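First, TGR (20 nM dispensed) and NADPH were mixed with compound. Second, a 15 min room-temperature incubation followed. Third, further NADPH and then DTNB were added to start the reaction. Finally, TNB absorbance was monitored kinetically.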
HCMV antiviral: qHTS Assay for inhibitors of the human cytomegalovirus (HCMV); HFF cells, HCMV-luciferase reporter, 72 h; hits give low values; hit rate 4.5% among 410,000; AID 1259415, 2018; activity change, negative = inhibition, % at 57.5 µM; in the data active means activity change below about -60%; inconclusive means no clear call, values can overlap the other calls; inactive means above about -39%
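Screen run at 2 compound doses on HFFs infected with reporter HCMV, MOI 1 PFU/cell. Luciferase activity from cell lysates at 72 h post infection gave inhibition relative to buffer-only and Salinomycin wells.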
HCV inh: qHTS Assay for Inhibitors of Hepatitis C Virus (HCV). Huh7.5.1 HCVcc-Cre infection, luciferase reporter, 44 h. Potency, µM (doses to about 41.8 µM), for the others: at the highest dose activity change, negative = inhibition, usual class: inhibitors. hit rate 3.4% among 340,000. AID 651820, 2012; further: potency means the concentration at half of the fitted maximal effect
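Cells seeded at 1,000/well and cultured 4 h, then compounds added followed by HCVcc-Cre virus (~0.5 moi). After 44 h further culture, luciferase substrate was added, plates held 15 min at room temperature, and luminescence read for 15 sec.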
FBPA Giardia inh: qHTS Assay for Inhibitors of Fructose-1,6-bisphosphate Aldolase from Giardia Lamblia. A8B2U2. purified Giardia FBPA. Potency, µM (top dose mostly 59.6 µM), for inactives: at the top dose activity, negative = inhibition, usual class: inhibitors. hit rate 0.71% among 290,000. AID 2451, 2010; further: potency means the concentration at half of the fitted maximal effect; nearly all actives have a fitted effect of over 55% in size
Target sequence (A8B2U2 whole entry, looked up): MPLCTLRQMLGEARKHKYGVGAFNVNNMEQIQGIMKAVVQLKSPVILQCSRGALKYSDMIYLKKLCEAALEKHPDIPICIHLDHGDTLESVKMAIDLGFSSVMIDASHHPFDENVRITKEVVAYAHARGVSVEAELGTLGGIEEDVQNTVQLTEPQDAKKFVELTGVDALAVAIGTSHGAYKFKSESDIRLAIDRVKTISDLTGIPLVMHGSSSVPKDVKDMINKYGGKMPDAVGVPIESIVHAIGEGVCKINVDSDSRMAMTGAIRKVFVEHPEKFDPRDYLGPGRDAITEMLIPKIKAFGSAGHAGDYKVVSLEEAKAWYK
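Giardia FBPA (40 nM reagent) was preincubated 10 min at RT with compound (up to 57.5 uM final), then substrate plus GAPDH/TPI/NAD/arsenate coupling system with diaphorase/resazurin was added; resorufin fluorescence (525/598 nm) was read after 20 min.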
AmpC inh no detg: qHTS Inhibitors of AmpC Beta-Lactamase (assay without detergent) | Potency, µM (titrated, usually from 57.1 µM), without a hit: top-dose activity change, negative = inhibition, most hits filed as inhibitors | hit rate 0.52% among 330,000 | AID 485341, 2010 | P00811 | AmpC nitrocefin hydrolysis, absorbance 480 nm, 0.0001% Triton;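 further: potency means the concentration at half of the fitted maximal effect; plate controls were no compound for no effect and no enzyme for full effect; nearly all actives have a fitted effect of over 20% in size; some results filed as inactive show a strong effect at the top dose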
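20 mM phosphate pH 7.0 + 0.01% (detergent screen) or 0.0001% Triton X-100; 5.3 nM AmpC reagent; cpd preinc 15 min RT; nitrocefin (800 uM stock) to start; A480 q20 s × 4 min; Activity was normalised to no-enzyme and no-compound control wells.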
* marks the source's active call; other numbers are inactive results; ? = inconclusive; . = not tested or not shown; & = joins results of further samples; [ ] = remark or other dose. Unless noted, the call rests on the fitted dose curve; in most records, active means well fitted curve in the direction sought with a large enough effect; inconclusive means small, poorly fitted or top-dose-only effect, or another doubt; inactive means no such curve, though single readings can be large; an effect the other way counts as inactive or inconclusive. Unless noted, on the % scale 0 is the no-effect control and ±100 the full control effect.

SMILES	AmpC inh detg	Sm TGR inh	HCMV antiviral	HCV inh	FBPA Giardia inh	AmpC inh no detg
O=[N+]([O-])c1ccc(Oc2ccc(S(=O)(=O)N3CCOCC3)cc2)cc1	?	-3.4%	?	11.2µM*	-1.7%	-1.9%
O=C(Nc1ccccc1C(F)(F)F)c1noc2c1CCCCC2	19.9%	5.1%	1.6	.	.	.
Cc1nc(SCC(=O)c2ccccc2)n[nH]1	-13.3%	-2.7%	8.1	0.9%	12.6µM*	-17.7%
O=C1c2cccc([N+](=O)[O-])c2C(=O)N1c1c[nH]c(=O)[nH]c1=O	-9.8%	-0.7%	31.2	10.0%	-1.2%	-17.9%
CCc1cccc(Nc2c3c(nc4ncnn24)CCC3)c1	10.8%	-9.4%	-10.1	?	-3.4%	0.6%
O=C(C1CCCO1)N1CCN(S(=O)(=O)c2cc(F)ccc2F)CC1 (configuration not stated)	-13.4%	-5.1%	13.6	0.4%	.	-8.7%
CCCC(=O)Nc1cc(OC)c(OC)cc1C(=O)O	-1.9%	-16.4%	-14.3	6.2%	-10.7%	.
CCc1nc(SCc2ccc(OCC(C)C)cc2)n[nH]1	0.6%	5.1%	?	?	-19.4%	-4.7%
Cc1[nH]n(-c2ccccc2)c(=S)c1C=Nc1cccc([N+](=O)[O-])c1	?	79.4µM*	-12.0	4.7%	?	-26.0%
COc1ccc(C(=O)NN)cc1	-4.0%	-5.8%	18.2	7.1%	0.6%	-30.4%
Cc1sc2c(c1C)C(=O)NC(c1cccc(O)c1)N2 (configuration not stated)	?	0.0%	.	.	-12.1%	-33.9%
COc1ccccc1CNC(=O)CCC(=O)Nc1nnc(C(C)C)s1	-6.0%	9.5%	-22.6	4.5%	1.9%	-7.9%
Cc1cc(=O)oc2cc(NC(=O)C3CC(=O)N(Cc4ccccc4)C3)ccc12 (configuration not stated)	-15.9%	?	40.3	3.2%	-1.1%	2.0%
CCOC(=O)N/N=C\c1ccc(-c2cc(Cl)ccc2Cl)o1	2.5%	.	?	-9.4%	-2.7%	-4.5%
CCNC(=O)CN(c1ccc(C)cc1)S(=O)(=O)c1ccccc1	1.8%	71.9%[activator]	-82.8*	-10.4%	0.5%	0.4%
COc1ccc(CCNC(=O)C2CCN(c3ccc(N4CCOCC4)nn3)CC2)c(OC)c1	-23.2%	7.5%	-23.5	?	2.4%	3.4%
CCOc1cc2[nH]c(=S)n(CC3CCCO3)c(=O)c2cc1OCC (configuration not stated)	-13.6%	-10.2%	2.0	?	-18.3%	-15.3%
OC(COc1ccc2c(c1)OCO2)CN1CCN(c2ccccc2)CC1 (configuration not stated)	0.3%	-1.9%	-30.1	-17.2%	-20.3%	17.0%
CCN=c1scc(-c2cccs2)n1/N=C/c1cc(OC)ccc1O	?	-0.7%	-95.3*	5.01µM*	-6.3%	-11.8%
CCOC(=O)Cn1c(=O)n(-c2ccccc2OC)c2nc(-c3ccccc3)nc(C(N)=O)c21	?	-16.8%	22.0	.	.	.

A second format for part of the listing above.
Sequence of screens – AmpC inh detg	Sm TGR inh	HCMV antiviral	HCV inh	FBPA Giardia inh	AmpC inh no detg
> O=C1c2cccc([N+](=O)[O-])c2C(=O)N1c1c[nH]c(=O)[nH]c1=O
    -9.8%	-0.7%	31.2	10.0%	-1.2%	-17.9%
> CCc1cccc(Nc2c3c(nc4ncnn24)CCC3)c1
    10.8%	-9.4%	-10.1	?	-3.4%	0.6%
> O=C(C1CCCO1)N1CCN(S(=O)(=O)c2cc(F)ccc2F)CC1 (configuration not stated)
    -13.4%	-5.1%	13.6	0.4%	.	-8.7%
> CCCC(=O)Nc1cc(OC)c(OC)cc1C(=O)O
    -1.9%	-16.4%	-14.3	6.2%	-10.7%	.

Later entries
SMILES	AmpC inh detg	Sm TGR inh	HCMV antiviral	HCV inh	FBPA Giardia inh	AmpC inh no detg
CC(Nc1oc(-c2ccc(COc3ccc(Cl)cc3)o2)nc1C#N)c1ccccc1 (configuration not stated)	20.8%	-3.1%	-73.9*	.	.	.
Cc1ccc(Cl)cc1NS(=O)(=O)Cc1ccccc1	-5.3%	-14.0%	-29.2	16.3%	-12.2%	-31.3%
O=C(O)c1ccc(Cn2nnc3sc4c(c3c2=O)CCCC4)cc1	-9.8%	-9.6%	-8.2	12.4%	?	-26.0%
Cc1ccc(C)c(-c2[nH]ncc2CN2CCCC(CO)(Cc3ccccc3C)C2)c1 (configuration not stated)	-6.2%	8.3%	-8.1	12.6µM*	3.1%	67.0%[activator]
CC(=O)N1CCc2cc(NC(=O)c3ccc(C)cc3)ccc21	-0.1%	2.9%	77.2	-28.9%	-8.7%	-1.0%
Nc1ccccc1NC1=CC(=O)CC(c2ccccc2)C1 (configuration not stated)	5.1%	5.9%	.	.	-0.7%	-33.5%
CCOC(=O)c1ccc(N2C(=O)Cc3ccccc3C2=O)cc1	-11.4%	4.2%	-20.1	-10.6%	2.2%	-30.9%
COc1cc(C2C3=C(CC(C)(C)CC3=O)N(C)C(=O)N2C)cc(OC)c1OC (configuration not stated)	?	-0.4%	-12.2	3.7%	-0.1%	7.6%
O=C(CS(=O)(=O)c1ccccc1)Nc1nc2ccccc2s1	?	-30.2%	134.2	8.1%	9.4%	-41.2%
Cc1nn(C)c(C)c1NC(=O)COc1ccc(F)cc1Br	.	.	-18.8	?	.	3.5%
CCCCN(CCCNC(=O)CN1N=C(c2ccccc2)CCC1=O)c1ccccc1	-1.1%	12.5%	-38.1	.	.	.
CC1(C)COCN1S(=O)(=O)c1ccc(C(=O)Nc2nnc(-c3ccc(Cl)s3)o2)cc1	4.8%	0.0%	.	2µM*	?	-23.4%
O=C1Nc2ccc(S(=O)(=O)N3CCOCC3)c3cccc1c23	5.4%	4.7%	30.2	6.2%	-23.0%	.
Cc1nc(C(F)(F)F)ccc1C(=O)Nc1ccc(C(F)(F)F)cn1	-7.5%	-1.3%	-34.1	-24.5%	0.3%	-13.5%
Cc1cc(C)cc(NC(=O)N2CCCC2C(=O)Nc2ccc(-n3cnnn3)cc2)c1 (configuration not stated)	-0.6%	-6.8%	53.1	10.6%	3.7%	-15.6%
COC(=O)c1cc2oc(C)cc2n1CC(=O)Nc1ccc(OC)c(OC)c1	-2.0%	-13.9%	7.9	.	.	.
Cc1ccc(N(C)S(=O)(=O)c2cccc(C(=O)Nc3nc4ccccc4[nH]3)c2)cc1	-13.6%	-7.3%	-87.4*	11.2µM*	-1.9%	-23.3%
O=C(Nc1cccnc1)c1ccc(Cl)c(S(=O)(=O)N2CCc3ccccc32)c1	-16.1%	1.9%	?	-28.6%	-4.3%	-27.5%
Cc1ccccc1NC(=O)COC(=O)/C=C/c1cn(-c2ccccc2)nc1-c1cccnc1	-6.1%	-1.6%	-29.4	-17.5%	1.1%	-20.8%
COc1ccc(N2CCN(C(CNC(=O)C(=O)NCCCn3ccnc3)c3ccco3)CC2)cc1 (configuration not stated)	?	-3.0%	0.0	-15.5%	6.3%	30.4%
O=C(C1=C[C@H](c2ccc(C(F)(F)F)cc2)C[C@H](OCCCCO)O1)N1CCN(Cc2ccc3c(c2)OCO3)CC1	7.9%	?	-6.1	?	-2.0%	253.4%[activator]
CCOc1ccc(N2CC(C(=O)NCc3ccc(C)n3C)CC2=O)cc1 (configuration not stated)	?	0.0%	-32.4	?	-14.1%	73.8%[activator]
COC(=O)C1=C(C)NC(C)=C(C(=O)OCCN(C)Cc2ccccc2)C1c1cccc([N+](=O)[O-])c1 (configuration not stated)	-4.2%	-2.4%	3.9	36.1%[activator]	-9.4%&-10.8%&-11.7%	75.7%[activator]
CC[C@H](C)[C@@H]1NC(=O)c2cc([N+](=O)[O-])cc(I)c2SC[C@@H](C(N)=O)NC(=O)[C@H](CCCCN)NC1=O	-0.9%	-22.0%	-0.3	0.2%[8.37 µM]	5.2%	-1.5%
CCOC(=O)c1c(P(=O)(N2CCOCC2)N2CCOCC2)noc1N	-12.9%	-0.9%	23.8	8.3%	8.9%	-5.5%
C[C@@H]1CCC[C@]2(O[C@H](CCO)C[C@H](O)[C@H]2O)O1	3.8%	20.3%	1.1	34.8%[activator]	12.3%	-8.2%
CC1=C(C#N)C(c2ccoc2)C(C(=O)OCc2ccccc2)=C(N)S1 (configuration not stated)	-1.5%	-0.3%	-8.4	-12.2%	-27.1%	-29.1%
C1=C(CCNc2ncnc3c2cnn3-c2ccccc2)CCCC1	?	6.1%	95.3	?	-10.3%	-30.6%
CCN1C(=O)/C(=C/c2cnn(C)c2C)SC1=S	-11.0%	2.0%	.	15.2%	-4.6%	-11.3%
Cc1ccc(S(=O)(=O)n2c(CN3CCCC(C)C3)nc3ccccc32)cc1 (configuration not stated)	-1.6%	1.3%	15.4	?	-5.2%	-25.4%
COc1ccc(NC(=O)c2onc(C)c2Cl)cc1	-0.4%	-3.9%	109.9	-10.7%	-4.1%	-13.7%
CCOC(=O)CC1(NC(=O)c2cc(COc3c(F)cccc3F)on2)CCCCC1	-0.8%	8.8%	7.5	-1.1%	.	26.8%
O=C(NCCCN1CCCC1)c1cc2c(Cl)nc3ccccc3c2s1	-5.2%	-2.3%	-34.6	17.8µM*	-9.2%	23.4%
O=C(Nc1cccc2ncccc12)c1cccnc1	-6.0%	0.2%	30.1	11.2%	1.6%	-7.2%
O=[N+]([O-])c1ccc(N=NN(CCO)CCO)cc1	5.2%	-3.6%	67.4	-3.0%	2.8%	-19.5%
CCOC(=O)[C@H]1[C@H]2COc3ccc(Cl)cc3[C@@H]2N2C(=O)c3cc(OC)ccc3NC(=O)[C@@]12C	-6.7%	-8.4%	-28.4	?	.	-28.8%
Oc1ccccc1-c1nc(/C=C/c2ccccc2Cl)nn1-c1ccccc1	2.3%	14.1%	7.2	.	.	.
C/C(=N/NC(=O)c1cccs1)c1ccc(N2CCOCC2)cc1	-13.4%	3.1%	128.0	-18.2%	-0.1%	-14.8%
CCOc1ccc(NCc2ccccc2OCc2cccc(F)c2)cc1	-9.8%	?	-39.8	-2.2%	?	-35.7%
COc1ccc(NC(=O)C(Sc2nnc(-c3ccncc3)n2-c2ccccc2C)c2ccccc2)cc1Cl (configuration not stated)	-5.3%	-7.9%	-31.6	?	0.2%	47.9%
S=c1[nH]nc(-c2ccccn2)n1/N=C/c1cccc(Cl)c1	4.9%	0.2%	47.0	16.5%	?	-14.4%
O=C(COC(=O)CCCc1c[nH]c2ccccc12)Nc1ccc2c(c1)OCO2	-4.7%	7.9%[11.4 µM]	77.3	-6.7%	-1.5%	-45.2%

Bioassay records deposited in PubChem by National Center for Advancing Translational Sciences (NCATS).
